# Screening results: PubChem BioAssay, National Center for Advancing Translational Sciences (NCATS)
# AmpC inh no detg: AmpC beta-lactamase inhibition without detergent; 330,000 compounds, 0.52% hits; P00811; AmpC nitrocefin hydrolysis, absorbance 480 nm, 0.0001% Triton; AID 485341; Potency, µM (titrated, usually from 57.1 µM), inactives show at the top dose activity change, negative = inhibition, hits mostly inhibitors;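 note: potency is the fitted concentration of half-maximal effect; plate controls were no compound for no effect and no enzyme for full effect; nearly all actives have a fitted effect of over 20% in size; some results filed as inactive show a strong effect at the top dose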
# Target sequence (P00811 whole entry, looked up): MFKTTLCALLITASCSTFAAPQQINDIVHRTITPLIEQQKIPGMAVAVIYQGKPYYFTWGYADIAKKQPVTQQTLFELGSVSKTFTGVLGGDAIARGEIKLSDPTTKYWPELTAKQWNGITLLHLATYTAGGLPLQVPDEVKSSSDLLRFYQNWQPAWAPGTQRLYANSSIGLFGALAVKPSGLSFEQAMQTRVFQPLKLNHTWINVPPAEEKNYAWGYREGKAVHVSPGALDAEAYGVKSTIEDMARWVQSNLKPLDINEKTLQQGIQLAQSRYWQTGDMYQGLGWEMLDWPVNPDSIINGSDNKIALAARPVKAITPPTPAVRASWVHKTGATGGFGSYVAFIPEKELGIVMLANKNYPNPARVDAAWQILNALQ
#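 AmpC (5.3 nM in the dispensed reagent) in 20 mM phosphate pH 7.0 with 0.01% (detergent screen) or 0.0001% Triton X-100 was preincubated with compounds for 15 min at room temperature. Nitrocefin was then added from an 800 uM solution, and hydrolysis was followed at 480 nm.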
# HCMV antiviral: inhibitors of human cytomegalovirus; HFF cells, HCMV-luciferase reporter, 72 h; hits give low values; activity change, negative = inhibition, % at 57.5 µM; 410,000 compounds, 4.5% hits; AID 1259415; in the data active = activity change below about -60%; inconclusive = no clear call, values can overlap the other calls; inactive = above about -39%
#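 Compounds were evaluated in HFFs infected with an HCMV luciferase reporter virus (MOI 1 PFU/cell). Luciferase in lysates collected 72 h post infection served as the replication measure.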
# AMA1-RON2 inh: disrupts binding of P. falciparum AMA1 to RON2. 360,000 compounds, 0.2% hits. AlphaScreen AMA1-biotinylated RON2 peptide binding. AID 720542. Potency, µM (highest dose often 58.2 µM), for inactives: at the top dose activity change, negative = inhibition, usual class: inhibitors;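 note: potency is the fitted concentration of half-maximal effect; 0% = vehicle wells and -100% = peptide control; nearly all actives have a fitted effect of over 45% in size; some results filed as inactive show a strong effect at the top dose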
#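 AMA1 (3D7) with his tag at 25 nM final met compounds first, then biotinylated RON2 peptide at 25 nM; detection used donor plus acceptor beads, 10 µg/mL apiece, read by AlphaScreen after 30 min at room temperature.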
# AmpC inh detg: blocks E. coli AmpC beta-lactamase in detergent assay. P00811. AmpC hydrolysis of nitrocefin, absorbance 480 nm, 0.01% Triton. Potency, µM (top dose mostly 114 µM), without a hit: top-dose activity change, negative = inhibition, most hits filed as inhibitors. 370,000 compounds, 0.041% hits. AID 485294;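 note: potency is the fitted concentration of half-maximal effect; 0% = no-compound wells and -100% = no-enzyme wells; nearly all actives have a fitted effect of over 25% in size; some results filed as inactive show a strong effect at the top dose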
#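 AmpC (5.3 nM in the dispensed reagent) in 20 mM phosphate pH 7.0 with 0.01% (detergent screen) or 0.0001% Triton X-100 was preincubated with compounds for 15 min at room temperature. Nitrocefin was then added from an 800 uM solution, and hydrolysis was followed at 480 nm.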
# Giardia FBPA inh: blocks Giardia fructose-bisphosphate aldolase activity. purified Giardia FBPA. Potency, µM (highest dose often 59.6 µM), inactives show at the top dose activity, negative = inhibition, actives largely listed as inhibitors. 290,000 compounds, 0.71% hits. AID 2451; note: potency is the fitted concentration of half-maximal effect; nearly all actives have a fitted effect of over 55% in size
# Target sequence (A8B2U2 whole entry, looked up): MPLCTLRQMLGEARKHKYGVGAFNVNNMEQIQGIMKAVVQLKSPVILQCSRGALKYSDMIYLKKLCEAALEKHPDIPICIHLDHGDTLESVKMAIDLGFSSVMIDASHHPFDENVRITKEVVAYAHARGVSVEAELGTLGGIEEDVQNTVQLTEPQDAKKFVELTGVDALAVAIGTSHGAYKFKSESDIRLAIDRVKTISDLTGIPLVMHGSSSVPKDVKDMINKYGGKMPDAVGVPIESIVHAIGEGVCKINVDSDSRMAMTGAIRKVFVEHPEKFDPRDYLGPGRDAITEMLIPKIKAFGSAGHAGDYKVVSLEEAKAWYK
#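 40 nM FBPA preincubated 10 min at RT with compound (up to 57.5 uM final), then substrate plus GAPDH/TPI/NAD/arsenate coupling and diaphorase/resazurin added. Fluorescence read after 20 min at RT, 525/598 nm.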
# Sm TGR inh: inhibitors of Schistosoma mansoni thioredoxin glutathione reductase. purified TGR, DTNB reduction, TNB absorbance 405 nm. Potency, µM (highest dose often 114 µM), inactives show at the highest dose activity change, negative = inhibition, most hits filed as inhibitors. 360,000 compounds, 3% hits. AID 485364; note: potency is the fitted concentration of half-maximal effect; nearly all actives have a fitted effect of over 60% in size
#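 First, TGR (20 nM dispensed) and NADPH were mixed with compound. Second, a 15 min room-temperature incubation followed. Third, further NADPH and then DTNB were added to start the reaction. Finally, TNB absorbance was monitored kinetically.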
# Starred values were filed as active, the others as inactive; ? = inconclusive; . = not tested or not shown; [ ] = remark or other dose. Unless noted, calls come from the whole dose curve; as a rule, active = well fitted curve in the direction sought with a large enough effect; inconclusive = small, poorly fitted or top-dose-only effect, or another doubt; inactive = no such curve, though single readings can be large; an effect the other way counts as inactive or inconclusive. Unless noted, % is set by controls: 0 for no effect and ±100 for the full control effect.
molecule	Giardia FBPA inh	HCMV antiviral	Sm TGR inh	AMA1-RON2 inh	AmpC inh detg	AmpC inh no detg
CC1(C)CC(=O)C(C(=S)Nc2ccccc2)=C(NC2CC(C)(C)NC(C)(C)C2)C1	1%	46	42%[activator]	-18%	2%	8%
CC(=O)NCc1cc(-c2ccc(Cl)cc2)no1	3%	-35	-2%	-3%	-4%	5%
COc1ccc(N(CC(=O)N/N=C/c2ccc(-c3ccc([N+](=O)[O-])cc3)o2)S(=O)(=O)c2ccc(C)cc2)cc1	3%	-68*	0%	-5%	1%	-15%
Cc1[nH]n(-c2ccccc2)c(=O)c1-c1ccc(Cl)cc1	-9%	2	-1%	14%	3%	-35%
COC(=O)C1=C(N)c2ccccc2C1(C#N)c1ccccc1 (stereo unspecified)	-15%	-3	5%	0%	-3%	-25%
Cc1ccccc1CCN(C(=O)Cn1nnc2ccccc21)C(C(=O)NCC1CCCO1)c1nc2ccccc2n1C (stereo unspecified)	0%	2	-11%	2%	-5%	0%
O=C(CSc1ccc(-c2ccccn2)nn1)c1ccc(F)cc1	?	-32	-10%	9%	-1%	-57%
O=C(NCCCN=C1NS(=O)(=O)c2ccccc21)c1ccccc1Cl	10%	-2	26%	-9%	-4%	-24%
O=C(CCc1ccncc1)N1CCCC(Nc2ccc(F)cc2)C1 (stereo unspecified)	.	-1	0%	-7%	3%	-6%
Cc1nc(SCC(=O)NCc2ccco2)nc(C)c1C	-6%	-7	22µM*	5%	4%	-9%

# Going on with the list.
molecule	Giardia FBPA inh	HCMV antiviral	Sm TGR inh	AMA1-RON2 inh	AmpC inh detg	AmpC inh no detg
O=C(c1ccc(CNc2c(N3CCCC3)c(=O)c2=O)cc1)N1CCc2ccccc2C1	-2%	-12	-7%	-10%	-9%	4%
N=C1/C(=C/c2ccc(OCc3ccccc3)cc2)C(=O)N=C2SC(CC(=O)N3CCOCC3)=NN12	7%	-30	-8%	25%	?	-8%
CCOC(=O)CN1c2ccccc2NC(=O)CC1C (stereo unspecified)	0%	56	32µM*	-2%	?	-15%
COc1ccc(NC(=O)Cn2ncc(Cl)c(Cl)c2=O)cc1S(=O)(=O)N1CCOCC1	-3%	-100*	10µM*	-6%	-15%	-10%
COc1cc(/C=N/Nc2nc(-c3ccc(S(=O)(=O)N(C)C)cc3)cs2)ccc1O	-12%	-65*	-20%	22%	-1%	-42%
CCOc1ccccc1N(CC(=O)N1CCc2ccccc2C1)S(=O)(=O)c1ccccc1	.	-15	-1%	.	-3%	.
CCOc1cc2[nH]c(=O)n(Cc3ccc(C(=O)N4CCN(c5ccccc5)CC4)cc3)c(=O)c2cc1OCC	.	5	-5%	.	-4%	.
CCCCc1ccc(NC(=O)NCc2cccnc2)cc1	.	27	-1%	10%	3%	-19%
COc1ccc(OC)c(NC(=O)Cc2c(C(=O)O)n(C)c3ccc(C)cc23)c1	.	1	22%	.	12%	.
O=C(N/N=C/c1cn(CCOc2ccccc2)c2ccccc12)c1ccncc1	3%	32	3%	-1%	0%	82%[activator]

# (list continues)
molecule	Giardia FBPA inh	HCMV antiviral	Sm TGR inh	AMA1-RON2 inh	AmpC inh detg	AmpC inh no detg
N#Cc1cc2c(nc1SCC(=O)Nc1sc3c(c1C#N)CCC3)CCC2	1%	24	?	6%	?	-24%
O=C(COc1ccc(Cl)cc1Cl)NCC1(N2CCOCC2)CCCCC1	.	?	.	6%	.	-16%
COc1cccc(NC(=O)CN(C)C(=O)c2ccc3[nH]c4c(c3c2)CC(C)CC4)c1 (stereo unspecified)	.	-3	3%	-17%	3%	-3%
COc1ccc2cc(C(N)=O)/c(=N/NC(=O)c3ccco3)oc2c1	0%	13	0%	41%[activator]	8%	-18%
COc1ccc(C(=O)Nc2ccc(N3CCOCC3)c(C(F)(F)F)c2)cc1OC	.	?	-18%	.	-4%	.
Cc1ccc(N2CCN(S(=O)(=O)c3ccc4c(c3)NC(=O)C(C)C(=O)N4)CC2C)cc1 (stereo unspecified)	-4%	-36	-1%	-9%	-14%	-59%
COc1ccc(/C=C/C(=O)O)cc1S(=O)(=O)N1CCc2ccccc2C1	8%	-28	-3%	-5%	-9%	3%
CCN(CC)C(=O)CSc1nc2c(sc(=S)n2-c2ccc(C)cc2C)c(=O)[nH]1	2%	-14	2%	-5%	?	-21%
O=C(CNC(=S)N(Cc1ccccc1)Cc1cccs1)NCc1ccc(F)cc1	-6%	-13	-2%	-25%	-5%	5%
O=C(c1cn(Cc2ccccc2)nc1-c1cccnc1)N1CCN(Cc2c(F)cccc2Cl)CC1	.	-10	-26%	-4%	2%	-3%

# More entries follow.
molecule	Giardia FBPA inh	HCMV antiviral	Sm TGR inh	AMA1-RON2 inh	AmpC inh detg	AmpC inh no detg
CN(CCc1ccccn1)c1ccc([N+](=O)[O-])cn1	-4%	?	-4%	5%	-5%	-17%
CC(=C/c1ccccc1)/C=N/Nc1nc(N2CCOCC2)nc(N2CCOCC2)n1	1%	-19	-15%	-5%	-9%	107%[activator]
CCCCOC(=O)CCCc1ccc([N+](=O)[O-])cc1[N+](=O)[O-]	9%	-15	-9%	-10%	-10%	-1%
CCOC(=O)c1nc(N2CCN(C(=O)OCC)CC2)c2c3c(sc2n1)CCCC3	-19%	-17	?	-2%	2%	94%[activator]
O=C(O)c1ccc(S(=O)(=O)NCC2CCCO2)cc1 (stereo unspecified)	6%	3	-4%	-4%	-3%	-16%
Cc1cc2c(s1)c1c(C)nn(Cc3ccc(F)cc3)c(=O)c1n2C	.	.	0%	.	3%	-23%
COC(=O)C1=C(c2ccc(Cl)c(C(F)(F)F)c2)C[C@@H]2CC[C@H]1N2C(=O)N1CCOCC1	.	?	-14%	0%	-5%	208%[activator]
CCC(COC)NC(=O)CCc1nnc(Cc2c[nH]c3ccccc23)o1 (stereo unspecified)	17%	-13	?	-1%	?	-3%
CCCc1ncc(C(O)(c2ccccc2)c2ccc(C)cc2)n1C (stereo unspecified)	-18%	-2	3%	2%[2.32 µM]	2%	32%
COc1ccccc1-c1nnc(C2CCN(C(=O)c3cccc(Cl)c3)CC2)o1	.	-92*	-5%	.	9%	.

# Sorted by heavy-atom count (largest number first): three of the compounds above
molecule	Giardia FBPA inh	HCMV antiviral	Sm TGR inh	AMA1-RON2 inh	AmpC inh detg	AmpC inh no detg
CC(=C/c1ccccc1)/C=N/Nc1nc(N2CCOCC2)nc(N2CCOCC2)n1	1%	-19	-15%	-5%	-9%	107%[activator]
CCC(COC)NC(=O)CCc1nnc(Cc2c[nH]c3ccccc23)o1 (stereo unspecified)	17%	-13	?	-1%	?	-3%
CCCCOC(=O)CCCc1ccc([N+](=O)[O-])cc1[N+](=O)[O-]	9%	-15	-9%	-10%	-10%	-1%

# (next part)
molecule	Giardia FBPA inh	HCMV antiviral	Sm TGR inh	AMA1-RON2 inh	AmpC inh detg	AmpC inh no detg
N#Cc1ccc(C(=O)NCC(c2ccco2)N2CCCCC2)cc1 (stereo unspecified)	6%	-29	3%	7%	3%	-2%
COc1cc(C2c3c(-c4ccccc4O)n[nH]c3C(=O)N2CCO)ccc1OCc1ccccc1 (stereo unspecified)	.	-11	12%	.	14%	.
Cc1cccc(N(Cc2cc3ccccc3[nH]c2=O)C(=O)c2cccs2)c1	10%	?	7%	0%	11%	-40%
Cc1noc(C)c1S(=O)(=O)Nc1ccc2c(c1)C(=O)N([C@H](C)CO)C[C@H](C)[C@@H](CN(C)S(=O)(=O)c1ccc(F)cc1)O2	.	-17	.	3%	.	164%[activator]
CCOc1ccccc1N(C(=O)CNC(=O)c1ccco1)C(C(=O)NC1CCCC1)c1ccncc1 (stereo unspecified)	2%	-61*	-7%	24%	-11%	26%
CC1(C)CC(=O)C(N=Nc2ccc(Br)cc2)=C(O)C1	-3%	-60*	-3%	9%	2%	-8%
COc1ccc(Cn2c(SCC(N)=O)nc3c(sc4ccccc43)c2=O)cc1	.	?	3%	.	-1%	.
COc1ccc(CC(=O)NCC(=O)N/N=C/c2sccc2C)cc1	.	-7	-24%	10%	-13%	-15%
CCN1C(=O)[C@H]2[C@H]3CN=C(SCC(=O)c4ccccc4)N3[C@@](C)(C(=O)OC)[C@H]2C1=O	.	-12	.	106%[activator]	.	-15%
N#C/C(=C/c1cccc([N+](=O)[O-])c1)c1nnc2n1CCCCC2	2%	-95*	-29%	2%[2.32 µM]	-10%	-20%

# Other entries.
molecule	Giardia FBPA inh	HCMV antiviral	Sm TGR inh	AMA1-RON2 inh	AmpC inh detg	AmpC inh no detg
COc1ccc(CC(=O)Oc2ccc(C#N)cc2)cc1	9%	38	4%	-1%	-10%	-10%
O=C1CC2(CCN(C(=O)c3ccc(Br)cc3)CC2)Oc2ccccc21	.	-12	2%	-18%	3%	17%
CCc1ccc(S(=O)(=O)c2nnn3c2nc(N2CCN(c4ccccc4)CC2)c2cc(Cl)ccc23)cc1	.	12	40%[activator]	.	17%	.
COc1ccc(NC(=O)CCC(=O)Nc2nnc(CC(C)C)s2)cc1Cl	.	-31	2%	-1%	?	-13%
Cc1cc2oc(=O)cc(CN3CCOCC3)c2cc1Cl	12%	5	5%	-2%	-10%	3%
COc1ccc2cc(C(=O)NC3CCCCC3)c(=O)oc2c1	8%	34	-20%	-18%	2%	-13%
COc1ccc(S(=O)(=O)N(C(=O)c2ccncc2)c2ccc3oc(C)c(C(C)=O)c3c2)cc1	.	?	-29%	.	-5%	.
COCCNS(=O)(=O)c1cc(C)c(C)cc1C	-3%	25	3%	-10%[2.32 µM]	-10%	-14%
O=c1[nH]c(/C=C/c2ccc(Cl)cc2Cl)c([N+](=O)[O-])c(=O)[nH]1	12%	74	72%[activator]	-1%	4%	-25%
O=C(c1ccccc1F)N1CCC(O)(c2cccnc2)CC1	7%	50	-1%	14%	?	-14%

# (cont.)
molecule	Giardia FBPA inh	HCMV antiviral	Sm TGR inh	AMA1-RON2 inh	AmpC inh detg	AmpC inh no detg
CCCC(=O)c1cc(CP(=O)(OCC)OCC)oc1C	-5%	20	28µM*	29%	-8%	15%
CCN(CC)C(=O)Cn1cc(SCC(=O)Nc2cc(OC)ccc2OC)c2ccccc21	.	-20	2%	.	-6%	.
Cc1ccc(NC(=O)CN(C)C(=O)c2cn(Cc3ccccc3)nc2-c2cccnc2)cc1	.	-19	-4%	-6%	?	71%[activator]
O=C(c1ccccc1Cl)N1CCN(S(=O)(=O)c2cccs2)CC1	.	21	1%	-5%	8%	-19%
COc1ccc(N=C/C=C2/C=C(c3ccccc3)OC(C)(C)O2)cc1	-23%	33	.	-8%	5%	-5%
CCOc1ccc(-c2nnc(SCC(=O)Nc3cc(C)on3)o2)cc1	0%	-11	21%	129%[activator]	1%	-14%
O=C(COC(=O)CN1C(=O)NC2(CCCC2)C1=O)Nc1c(Cl)cccc1C(F)(F)F	.	-7	4%	8%	?	-7%
O=C(NCCc1ccccc1)c1cccc(N2C(=O)C3CC=CCC3C2=O)c1 (stereo unspecified)	-2%	-27	-8%	6%	4%	-22%
COC(=O)c1ccc(-c2nc(-c3ccc(OC)c(OC)c3)no2)cc1	.	13	3%	.	15%	.
NC(=O)SCC(=O)Nc1ccc(Cl)cc1	-15%	13	12%	49%[activator]	0%	-33%
